Hck Nef HTS = inhibitors of Nef-activated human Hck kinase, primary screen, biochemical, Z-Lyte FRET, 384-well, Hck-YEEI. Tyrosine-protein kinase HCK (Homo sapiens), P08631. Recombinant Hck-YEEI plus Nef, Z-Lyte FRET kinase assay. 0.68% of 220,000 active. inhibition, % at 20 µM;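 active means Hck-Nef kinase inhibition above about 50%, limit read from the data; inactive means inhibition below that limit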;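 further: 0% = DMSO with Hck plus Nef and 100% = Hck alone without Nef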
Target sequence (P08631 whole entry, looked up): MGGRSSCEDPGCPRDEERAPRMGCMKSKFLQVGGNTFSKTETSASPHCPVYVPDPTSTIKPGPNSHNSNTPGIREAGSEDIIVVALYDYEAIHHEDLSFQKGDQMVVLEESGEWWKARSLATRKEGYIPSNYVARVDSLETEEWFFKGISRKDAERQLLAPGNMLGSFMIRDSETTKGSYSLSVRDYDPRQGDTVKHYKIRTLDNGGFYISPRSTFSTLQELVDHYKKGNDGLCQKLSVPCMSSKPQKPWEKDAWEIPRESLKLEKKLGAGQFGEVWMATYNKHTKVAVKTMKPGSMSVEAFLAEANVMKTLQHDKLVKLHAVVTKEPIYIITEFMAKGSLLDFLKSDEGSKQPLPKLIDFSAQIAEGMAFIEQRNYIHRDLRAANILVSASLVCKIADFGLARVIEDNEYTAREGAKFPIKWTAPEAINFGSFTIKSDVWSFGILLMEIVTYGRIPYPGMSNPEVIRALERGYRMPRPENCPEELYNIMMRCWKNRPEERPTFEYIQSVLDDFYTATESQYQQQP
Calpain2 inh = inhibitors of pig calpain II, primary screen, biochemical, fluorogenic peptide substrate, 1536-well. purified calpain II, 30 min. inhibition, % at 16 µM. 0.37% of 220,000 active. AID 1236, 2008;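 active means inhibition above about 50%, limit read from the data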
14-3-3 Bad PPI = inhibitors of 14-3-3 zeta/Bad binding, primary screen, biochemical, TR-FRET, bovine 14-3-3 zeta | 14-3-3 protein zeta/delta (Bos taurus), P63103 | TR-FRET 14-3-3zeta/Dy647-pBad peptide displacement, 1 h | inhibition, % at 21.7 µM | 0.71% of 220,000 active | AID 781, 2007;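 active means inhibition above about 70%, limit read from the data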;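 further: 0% = full 14-3-3 plus peptide FRET controls and 100% = background without 14-3-3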
Target sequence (P63103 whole entry, looked up): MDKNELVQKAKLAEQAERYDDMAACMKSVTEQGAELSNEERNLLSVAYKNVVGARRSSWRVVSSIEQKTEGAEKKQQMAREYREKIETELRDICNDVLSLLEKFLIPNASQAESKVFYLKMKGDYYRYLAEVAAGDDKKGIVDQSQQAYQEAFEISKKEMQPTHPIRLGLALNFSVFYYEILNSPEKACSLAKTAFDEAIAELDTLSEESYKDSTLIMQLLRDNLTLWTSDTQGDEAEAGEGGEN
eIF4E-4G inh = eIF4E–eIF4G protein interaction inhibitors, primary screen, biochemical, uHTS, TR-FRET, eIF4GI fragment; 0.37% of 220,000 active; inhibition, % at 21.7 µM; TR-FRET eIF4E-eIF4GI(517-606) binding, 2 h;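 active means inhibition above about 30%, limit read from the data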;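 further: 0% = full FRET control wells and 100% = background wells lacking eIF4GI fragment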
EP2 modulator = EP2 receptor modulators, cAMP readout, primary screen, cell-based, HTRF cAMP, PGE2 stimulation; 0.83% of 260,000 active; EP2-expressing cells, cAMP HTRF FRET, PGE2 co-stimulation; AID 940, 2007; induction, % at 25 µM; Prostaglandin E2 receptor EP2 subtype (Homo sapiens), P43116;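 active means compounds whose cAMP rise, as percent of the full-agonist control response, exceeds 60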;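 further: rat C6 glioma line stably carrying human EP2 under a CMV promoter; the protocol text gives 20 µM as final concentration; 100% = response of wells given 1 µM PGE2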
L929 necroptosis = inhibitors of zVAD-triggered necroptosis, primary screen, L929 cells. AID 1377, 2008. 0.38% of 220,000 active. viability rescue, % at 10 µM. L929 zVAD necroptosis rescue, ATP luminescence, 24 h; with zVAD 60 µM;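 active means activation, scaled between plate controls, above about 75%, limit read from the data; inactive means activation under that limit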;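 further: 0% = zVAD with DMSO and 100% = DMSO alone without zVAD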
Tb hexokinase = Trypanosoma brucei hexokinase 1 inhibitors, primary screen, biochemical, G6PDH-coupled NADH absorbance, MLSCN library; hexokinase 1 [Trypanosoma brucei]; recombinant TbHK1, G6PDH-coupled NADH A340; inhibition, % at 10 µM; 0.11% of 220,000 active;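 active means inhibition of 50% or more in the single-dose primary screen; inactive means inhibition below 50%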
Rad51 HR inh = human RAD51 strand exchange inhibitors, primary screen, biochemical, fluorescence; AID 1385, 2008; inhibition, % at 10 µM; 0.085% of 200,000 active; hRad51 DNA strand exchange, fluorescence dequenching;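 active means inhibition above 40% at the single screening dose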;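 further: 0% = DMSO control wells and 100% = blanks with heterologous ssDNA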
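Test system – preformed human Rad51 ssDNA filaments · Reagent – Donor/quencher-labelled 47-bp dsDNA substrate · Incubation – 37 °C 15-min filament assembly, 30-min compound preincubation, 15-min exchange · Signal – FRET fluorescence dequenching, excitation 485 nm, emission 520 nm · Read-out – percent inhibition from fluorescence, normalised to plate control and blank means · Benchmarks – plate control and blank wells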
EP2 antag = human EP2 receptor antagonists, primary screen, TR-FRET cAMP, C6 glioma cells. AID 1422, 2008. C6 glioma cells expressing human EP2; cells stimulated with saturating PGE2. inhibition, % at 25 µM. 0.52% of 260,000 active;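 active means percent inhibition above 40 after rounding to a whole number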;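 further: rat C6 glioma host cells with rolipram phosphodiesterase inhibitor present; the protocol text gives 20 µM as final concentration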
Starred values were filed as active, the others as inactive; nt = not tested or not shown; & = joins results of further samples; [ ] = remark or other dose.

SMILES | Hck Nef HTS | Calpain2 inh | 14-3-3 Bad PPI | eIF4E-4G inh | EP2 modulator | L929 necroptosis | Tb hexokinase | Rad51 HR inh | EP2 antag
COc1ccc(-c2cc(=O)oc3c(C)c(OCc4nn[nH]n4)ccc23)cc1 | 5 | -53 | 17 | 0 | 17 | 0.1 | -17 | 0 | 13
Cc1nnc(SCC(=O)Nc2ccccc2)n1CCc1ccccc1 | -2 | -28 | 6 | 3 | -1 | 0.0 | 2 | -6 | 5
O=C(Nc1ccc(N2CCCC2)cc1)C(c1ccccc1)c1ccccc1 | 59* | 19 | 68 | -23 | 23 | -0.1 | 36 | -5 | 13
Cc1nc(OCC(C)C)c2sc3nc4c(cc3c2n1)COC(C)(C)C4 | 14 | -3 | -9 | -5 | -10 | 1.5 | -9 | nt | 4
CCn1c(C)c(C(C)=O)c(N2CCN(c3cccc(Cl)c3)CC2)nc1=S | -3 | 6 | -9 | -9 | -1 | -1.1 | -13 | -5 | 21
Fc1ccc(-c2nnn(Cc3nc4ccccc4s3)n2)cc1 | 0 | -6 | 8 | 4[fluorescence artefact?] | -40&-62 | 0.0 | 23 | -3 | 5&6
COC(=O)C1=COC(C)C2CN3CCc4c([nH]c5cc(OC)c(OC)cc45)C3CC12 (stereo not given) | 21 | -31 | -6 | 2 | -16 | 0.8 | -2 | -55 | 22
COc1ccc(-n2c(SCC(=O)Nc3cc(C)on3)nc3c([nH]c4ccccc43)c2=O)cc1 | -3 | 38 | -7 | -2 | 36 | -0.5 | -6 | nt | 12
COc1ccc(OC)c(S(=O)(=O)N2CCC(C(=O)Nc3cccc(C(F)(F)F)c3)CC2)c1 | 10 | 34 | -6 | -1 | -17 | -0.4 | 1 | -1 | 26
O=C(NCCCn1ccnc1)c1ccc(Cl)c(S(=O)(=O)N2CCOCC2)c1 | -1 | -35 | 8 | 1 | -2 | 1.3 | 3 | 6 | 3
Cc1ccc(CN2CCC(c3nc4ccc(Cl)cc4[nH]3)CC2)cc1 | 0 | 17 | -3 | -5 | -53 | 2.6 | 14 | -4 | 12
O=C(O)CC1SC(=Nc2ccccc2)N(c2ccccc2)C1=O (stereo not given) | -8 | 3 | 15[fluorescence artefact?] | 3 | 25 | 0.9 | 0 | 2 | 11
CCSc1nnc(-c2ccccc2N)c(=O)[nH]1 | -1 | -1 | 0[fluorescence artefact?] | -3[fluorescence artefact?] | 11 | -0.2 | -9 | -7 | 6
Cc1cc(F)ccc1S(=O)(=O)Nc1c(C)n(C)n(-c2ccccc2)c1=O | 0 | -36 | -5 | -1[fluorescence artefact?] | 5 | 1.3 | 0 | -1 | 5
O=C(c1cccc(S(=O)(=O)N2CCCC2)c1)N1CCN(c2ccccc2)CC1 | 1 | -5 | -10[fluorescence artefact?] | -7 | 6 | -0.3 | -3 | 7 | 4
CCOC(=O)Nc1ccc2c(c1)N(C(=O)OCCN(C)C)c1ccccc1CC2 | 18&1 | -24&5 | 0&2 | 0&0[fluorescence artefact?] | -8&-20 | 1.9&-0.7 | 2&-2 | -1&-3 | 9&7
COc1ccccc1CNC(=O)C1CCCN(S(=O)(=O)c2cccc3cccnc23)C1 (stereo not given) | 20 | 2 | 4 | 0 | 12 | 1.3 | 1 | -1 | 6
Cc1cc(SC(C)C(=O)O)nc2ccccc12 (stereo not given) | 19 | -20 | 6 | 0 | 68* | 14 | -13 | 4 | 12
CCOc1ccc(N(CC(=O)OC)S(=O)(=O)c2ccc3c(c2)n(C)c(=O)c(=O)n3C)cc1 | 1 | -2 | 0 | 3 | -2 | -0.3 | -22 | 2 | 9
S=c1[nH]nc(Cc2ccc(Cl)cc2)o1 | 19 | -5 | -1 | -13 | -11 | 0.0 | -8 | nt | 6
O=C(Nc1ccc(Cl)c(-c2nc3ccccc3[nH]2)c1)c1cccnc1 | 0 | 17 | 10 | 2 | -10 | 1.1 | 1 | 0 | 5
CN1C(c2ccc(F)cc2)=CS/C1=C(/C#N)c1nnc(N2CCOCC2)n1-c1ccccc1 | 4 | -8 | 1[fluorescence artefact?] | 1 | -8 | 0.8 | -6 | 3 | 3
N/C(Cc1cccc2ccccc12)=N\OC(=O)c1ccc2c(c1)OCO2 | 18 | -36 | -21 | -1 | -51 | 2.1 | 4 | 11 | 4
COc1ccc(CSCC(=O)Nc2ccccc2SC)cc1 | 5 | 15 | -8 | 4 | 28 | nt | 3 | nt | 3
O=C(Cn1c(=O)n(-c2ccccc2)c(=O)n1CC(=O)N1CCCCC1)N1CCCCC1 | 2 | 50* | -6[fluorescence artefact?] | 3[fluorescence artefact?] | 6 | -0.2 | 8 | 4 | 7

Following part.
SMILES | Hck Nef HTS | Calpain2 inh | 14-3-3 Bad PPI | eIF4E-4G inh | EP2 modulator | L929 necroptosis | Tb hexokinase | Rad51 HR inh | EP2 antag
O=C1CC(NCc2ccncc2)C(=O)N1c1ccccc1 (stereo not given) | 0 | -6 | 6 | 9[fluorescence artefact?] | 25 | 0.1 | 4 | 7 | 11
COc1cccc(-c2nnn(CCc3nn[nH]n3)n2)c1 | 6 | -5 | 14 | 4[fluorescence artefact?] | 18 | 1.2 | -4 | 2 | 4
COc1ccccc1NC(=O)CSc1nc(C)c2c(c1C#N)CCCC2 | -1 | 34 | -2 | 14 | -17 | 0.1 | -10 | -10 | 5
COc1ccc(/C=N/NC(=O)CCn2nnc3ccccc32)cc1 | -4 | 17 | 3 | 1 | -34 | 0.3 | -12 | -15 | 7
COc1ccc(/C=C/C(=O)c2cc(F)ccc2OC(=O)c2ccccc2OC)cc1OC | -22 | -13 | -11 | 3 | -17 | -2.3 | -15 | 9 | 10
Oc1ccccc1C(=S)N1CCN(c2cccc(Cl)c2)CC1 | 30 | -6 | -11 | -1 | -35 | -0.2 | 5 | nt | 6
COC(=O)c1[nH]c2ccccc2c1NS(=O)(=O)c1ccc(F)c(C)c1 | 1 | 4 | -4 | 3 | 77* | 0.6 | 23 | 1 | 4
CNS(=O)(=O)c1cccc(C(=O)OCC(=O)Nc2ccccc2OC(F)F)c1 | -1 | 0 | -11[fluorescence artefact?] | -1 | 10 | 0.0 | -3 | 5 | 8
Cc1ccc(C(=O)N2CCN(c3ncnc4c(C)csc34)CC2)cc1 | 12 | 11 | -16 | 3 | -44 | 0.4 | -3 | 0 | 10
O=C(O)/C=C/c1ccc2c(c1)OCCO2 | 23 | 9 | 10 | -8 | 18 | 0.3 | -9 | -10 | 2
CC(=O)c1cccc(S(=O)(=O)N2CCCC(c3nc(-c4ccc(C)o4)no3)C2)c1 (stereo not given) | 6 | -209 | -16 | -7 | -29 | -0.2 | 33 | 2 | 9
CCCSc1ccc(-c2nn(-c3ccccc3)cc2/C=C(/C#N)C(=O)NCCCOC)cc1 | 6 | -487 | 2 | 8[fluorescence artefact?] | -6 | 0.7 | 22 | 3 | 8
O=C(CCC(=O)NC1CCN(Cc2ccccc2)CC1)NCc1ccco1 | -2 | -23 | 4 | 3[fluorescence artefact?] | 18&-18 | 1.9 | 0 | 6 | 17&5
CN(CCC#N)C(=S)NC(=O)c1ccc(S(=O)(=O)N2CCOCC2)cc1 | 21 | 23 | -5 | -2 | -1 | 1.2 | 0 | -3 | 5
COc1ccc2[nH]cc(S(=O)(=O)c3ccc(F)cc3)c(=O)c2c1 | 0 | 18 | 2 | -2 | 6 | -0.7 | -12 | -8 | 12
COc1cc(/C=C(/NC(=O)c2ccccc2)C(=O)N2CCN(C)CC2)c([N+](=O)[O-])cc1OC | 0 | 21 | 11 | -4 | 20 | -0.4 | -15 | 1 | 4
CCN(CC)c1nc(N2CCOCC2)c(C#N)c2c1CN(C)CC2 | 1 | -29 | -10 | 2 | 2 | 0.5 | -35 | 5 | 11
Cc1ccc(C)c(N2CCN(CCCNC(=O)Cn3cccc3C(=O)c3ccccc3)CC2)c1 | 7 | -16 | -6 | 0 | -11 | 0.5 | -1 | nt | 7
OCCC#Cc1ccc(CN2CCN(Cc3ccccc3)C(CCO)C2)cc1 (stereo not given) | 14 | -18 | -10 | -3 | -9 | 0.5 | 0 | 4 | 6
NNC(=O)c1ccc(CN2C(=O)c3cccc4cccc2c34)cc1 | 9 | -74 | -1 | 3 | -79 | 0.0 | -7 | nt | 9
Cc1ccc2[nH]c3c(=O)n(CCc4cnc[nH]4)cnc3c2c1 | 4 | -58 | -4 | 2 | -8 | 0.0 | -6 | -3 | 13
COc1ccc(C(=O)NCCc2nnc3ccc(SCC(=O)Nc4cc(C)on4)nn23)cc1 | -30 | -10 | -1 | 0 | 4 | 0.4 | -4 | -9 | 8
O=C(ONC1=NCCCCC1)c1ccc(Cl)cc1 | 4 | 4 | -21[fluorescence artefact?] | 0[fluorescence artefact?] | 1 | -0.7 | -2 | -1 | 4
O=C(Nc1nc(-c2cccs2)cs1)c1cccc(S(=O)(=O)N2CCCCC2)c1 | 1 | -194 | -10 | -16 | -20 | 1.4 | -14 | -3 | 10
O=C(Nc1ccc(NC(=O)c2cccs2)cc1)c1ccc(Br)o1 | 1 | -72 | 7 | 0 | -2 | 1.0 | -13 | -13 | 24

Following part
SMILES | Hck Nef HTS | Calpain2 inh | 14-3-3 Bad PPI | eIF4E-4G inh | EP2 modulator | L929 necroptosis | Tb hexokinase | Rad51 HR inh | EP2 antag
Cc1nc2ccccc2cc1OCc1ccc(Cl)cc1 | 2 | -3 | 3 | 3 | -10 | 0.2 | 0 | 1 | 5
Cc1cc(NC(=O)c2c(-c3c(Cl)cccc3Cl)noc2C)n(C)n1 | 11 | -6 | -6 | 2 | 3 | -1.1 | -2 | -6 | 9
O=C(Cc1cccs1)Nc1nnc(-c2ccncc2)s1 | -9 | -105 | 2 | 15 | 20 | 2.6 | -10 | 3 | 9
Cc1ccc(NC(=O)Nc2nnc(CSCCOc3ccc(Cl)cc3)s2)cc1 | 3 | 4 | -17 | -5 | -3 | 0.5 | 15 | nt | 9
Cc1ccc(-c2n[nH]c(=O)c3ccccc23)cc1S(=O)(=O)NCCO | 3 | 3 | 12 | 0 | 25 | 0.0 | -6 | -6 | 9
Cc1[nH]c2ccc(S(N)(=O)=O)cc2c1C | -6 | -28 | 2 | -4 | 5 | 1.1 | -3 | 0 | 8

Assay outcomes (PubChem BioAssay)

Not all compounds are listed, so the mix of outcomes need not match the whole.
